Screening results as filed in PubChem.
mcGAS inh = blocks mouse cGAS activity | Q8C6L5 | recombinant cGAS, Kinase-Glo ATP depletion luminescence | inhibition, % at 12.5 µM | 0.15% of 160,000 active;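 further: 0% = negative control wells and 100% = reference inhibitor with no enzyme activity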
hcGAS lum = blocks human cGAS activity; recombinant h-cGAS, ATP depletion, Kinase-Glo luminescence; inhibition, % at 12.5 µM; 0.081% of 290,000 active;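 further: 0% = vehicle reaction and 100% = reaction without DNA for no activity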
Target sequence (Q8N884 whole entry, looked up): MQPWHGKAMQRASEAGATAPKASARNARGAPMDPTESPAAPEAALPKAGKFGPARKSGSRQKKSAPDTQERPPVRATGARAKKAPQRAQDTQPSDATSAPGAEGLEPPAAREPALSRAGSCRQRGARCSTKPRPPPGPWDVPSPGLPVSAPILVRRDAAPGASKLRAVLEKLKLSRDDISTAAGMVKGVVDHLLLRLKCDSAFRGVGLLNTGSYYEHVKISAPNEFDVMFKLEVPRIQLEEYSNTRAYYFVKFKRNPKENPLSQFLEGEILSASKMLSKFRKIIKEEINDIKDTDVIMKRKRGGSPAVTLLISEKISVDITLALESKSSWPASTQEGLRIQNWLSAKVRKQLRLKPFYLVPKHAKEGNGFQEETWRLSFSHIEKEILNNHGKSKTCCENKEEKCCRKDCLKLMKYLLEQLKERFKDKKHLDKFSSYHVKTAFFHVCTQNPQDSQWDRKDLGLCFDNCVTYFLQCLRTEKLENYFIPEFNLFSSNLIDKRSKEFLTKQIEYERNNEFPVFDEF
NPYLR7 ag = activates Aedes aegypti NPYLR7 receptor; HEK293T NPYLR7/Galpha15, GCaMP6s calcium fluorescence; activation, % at 10 µM; 0.15% of 270,000 active; AID 1259423; in the data active means activation above about 40%;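 further: 0% = vehicle and 100% = reference agonist at the receptor; some compounds past the cut are filed as inactive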
Starred values were filed as active, the others as inactive; . = not tested or not shown. Unless noted, no stated cut-off is given here; in the data, active means inhibition above about 40%; inactive means the rest. No enrichment for hits; about 0.29% have a hit in one of these screens.

1) CCOc1ccc2cc(-c3nc4ccccc4s3)c(=O)oc2c1
2) Cn1ccn2ncc(C(=O)NCCCc3nc4ccc(F)cc4[nH]3)c12
3) COc1cc(-c2nc3ccc(Br)cn3c2NC2CCCCC2)ccc1OC(=O)c1ccc(C)cc1
4) CC(C)C1CN(C(=O)CCn2cncn2)c2ccccc2N1 (stereo not given)
5) O=C(c1cc2n(n1)C(C(F)(F)F)CC(c1cccs1)N2)N(Cc1ccccc1)Cc1ccccc1 (stereo not given)
6) COCCn1c(C)cc(/C=N\NC(=O)c2ccc(Cn3nnc(-c4ccccc4)n3)cc2)c1C
7) Cc1[nH]c2c(F)cccc2c1CC(=O)NCCSc1nnnn1C
8) CN(C(=O)C1=Cc2cc(Br)ccc2OC1)C1CCS(=O)(=O)C1 (stereo not given)

| compound no. | 1 | 2 | 3 | 4 | 5 | 6 | 7 | 8 |
| --- | --- | --- | --- | --- | --- | --- | --- | --- |
| mcGAS inh | -4.6 | -9.0 | -5.3 | -8.1 | -3.2 | -8.3 | . | . |
| hcGAS lum | -3.9 | -3.7 | -6.0 | -1.7 | -3.3 | -3.5 | -5.5 | -9.1 |
| NPYLR7 ag | -0.2 | 18.4 | 5.3 | 6.3 | 4.5 | 9.6 | 7.1 | 1.2 |

Part of the list above, with bars between the fields:
# | Molecule | mcGAS inh | hcGAS lum | NPYLR7 ag
5 | O=C(c1cc2n(n1)C(C(F)(F)F)CC(c1cccs1)N2)N(Cc1ccccc1)Cc1ccccc1 (stereo not given) | -3.2 | -3.3 | 4.5
6 | COCCn1c(C)cc(/C=N\NC(=O)c2ccc(Cn3nnc(-c4ccccc4)n3)cc2)c1C | -8.3 | -3.5 | 9.6

Next section.
9) CCc1nc(NC(=O)c2cccs2)sc1C
10) O=S(=O)(c1ccc(Cl)s1)N(Cc1cccs1)Cc1cccs1
11) O=C(c1cc(-c2ccc(F)cc2)nc2ccccc12)N1CCN(c2ccccc2Cl)CC1
12) CCN(CC(O)c1cccc(O)c1)C(=O)C12CC3CC(CC(C3)C1)C2 (stereo not given)
13) Cc1noc(C)c1CS(=O)Cc1nc(CC(C)C)no1 (stereo not given)
14) COc1ccccc1N1CCN(c2ccc(NC(=O)c3ccc(Br)cc3)cc2C(=O)NCCCN2CCOCC2)CC1
15) COC(C(=O)NCc1ccccc1C)c1ccccc1 (stereo not given)
16) C=CCOc1c(OC)ccc2c1CN(Cc1ccco1)C(=O)CCN2CC(O)CC(F)(F)F (stereo not given)

| compound no. | 9 | 10 | 11 | 12 | 13 | 14 | 15 | 16 |
| --- | --- | --- | --- | --- | --- | --- | --- | --- |
| mcGAS inh | . | -5.0 | 3.2 | . | -16.5 | -5.3 | . | -9.7 |
| hcGAS lum | -3.0 | -8.3 | 2.6 | 3.7 | -9.1 | -3.3 | 14.3 | -9.1 |
| NPYLR7 ag | 4.6 | 9.2 | -11.4 | 7.3 | -3.0 | 11.4 | -2.0 | -2.0 |

17) O=C(NCC1(c2ccccc2)CC1)C1CCN(c2ccc(Cl)cn2)CC1
18) CCCCCNCc1cnc(SC)nc1N1CCCC(C)C1 (stereo not given)
19) CC1CCCN(c2cc(C(=O)NC(Cc3ccccc3)c3ccccc3)c3ccccc3n2)C1 (stereo not given)
20) CCOc1ccc2ccccc2c1C(=O)Nc1cc(C)nn1-c1nc(C)cc(=O)[nH]1
21) COc1cccc(Cn2c(=O)c(C(=O)NC3CC3)nn(-c3ccccc3)c2=O)c1
22) CSc1ccc(COc2coc(CN3CCN(C(=O)c4scc(S(=O)(=O)C(C)C)c4Cl)CC3)cc2=O)cc1
23) CCCOC(=O)c1ccc(NC2=NS(=O)(=O)c3ccccc32)cc1
24) CCONC(=O)c1nc(CC)n(-c2c(Cl)cccc2Cl)n1

| compound no. | 17 | 18 | 19 | 20 | 21 | 22 | 23 | 24 |
| --- | --- | --- | --- | --- | --- | --- | --- | --- |
| mcGAS inh | -15.7 | -4.0 | -7.0 | -3.5 | -4.4 | 3.4 | . | . |
| hcGAS lum | -10.5 | -2.4 | -3.9 | -1.1 | -6.6 | 2.8 | -13.6 | -6.4 |
| NPYLR7 ag | 11.4 | 13.9 | 25.9 | -2.9 | 11.4 | 1.1 | 3.5 | 7.0 |

Just hcGAS lum (seven entries from above):
item | SMILES | hcGAS lum
17 | O=C(NCC1(c2ccccc2)CC1)C1CCN(c2ccc(Cl)cn2)CC1 | -10.5
18 | CCCCCNCc1cnc(SC)nc1N1CCCC(C)C1 (stereo not given) | -2.4
19 | CC1CCCN(c2cc(C(=O)NC(Cc3ccccc3)c3ccccc3)c3ccccc3n2)C1 (stereo not given) | -3.9
20 | CCOc1ccc2ccccc2c1C(=O)Nc1cc(C)nn1-c1nc(C)cc(=O)[nH]1 | -1.1
21 | COc1cccc(Cn2c(=O)c(C(=O)NC3CC3)nn(-c3ccccc3)c2=O)c1 | -6.6
22 | CSc1ccc(COc2coc(CN3CCN(C(=O)c4scc(S(=O)(=O)C(C)C)c4Cl)CC3)cc2=O)cc1 | 2.8
23 | CCCOC(=O)c1ccc(NC2=NS(=O)(=O)c3ccccc32)cc1 | -13.6

New compounds follow
25) CCCc1[nH]n(-c2cccc(Cl)c2)c(=O)c1C1=C([n+]2ccccc2)C(=O)N(c2ccc(F)cc2)C1=O
26) CC(NC(=O)Cc1ccc(Cl)cc1Cl)c1ccc(F)cc1F (stereo not given)
27) Cc1ccc(NC(=O)c2cccc(OCc3cccs3)c2)nc1
28) COc1cccc(/C=C2\Oc3cc(OCC(=O)OC(C)C)ccc3C2=O)c1
29) O=C(NC1CC1)C1COC2(CCN(C(=O)c3ccc(F)cc3F)CC2)N1C(=O)c1ccccc1 (stereo not given)
30) Cn1ccc(NS(=O)(=O)c2cc(Br)ccc2Br)n1
31) Cc1ccc(S(=O)(=O)Nc2ccc(Br)cc2)cc1C
32) N#Cc1ccc(Nc2nnc(-c3cc4c(ccc5ccccc54)oc3=O)s2)cc1

| compound no. | 25 | 26 | 27 | 28 | 29 | 30 | 31 | 32 |
| --- | --- | --- | --- | --- | --- | --- | --- | --- |
| mcGAS inh | -10.3 | . | . | . | -6.7 | . | -1.9 | 1.0 |
| hcGAS lum | -10.8 | -11.3 | -0.8 | 2.4 | -6.6 | -2.2 | 4.4 | 0.3 |
| NPYLR7 ag | 5.3 | -5.2 | 2.1 | -1.1 | 1.2 | 11.0 | 3.3 | 4.2 |

33) CC1CNc2ccccc2N(Cc2ccccc2Cl)C1=O (stereo not given)
34) COc1ccc(C(CCN(C)C)OC(=O)Nc2ccc(C(=O)N3CCc4ccccc43)cc2)cc1 (stereo not given)
35) CSc1ccc(CNn2nnnc2N)cc1
36) CCc1ccc(C(=O)O)cc1S(=O)(=O)N(C)c1ccccc1
37) O=C(c1scc2c1OCCO2)N1CCCC1c1ccccn1 (stereo not given)
38) CC(C)OCP(=O)(c1ccccc1)c1ccccc1
39) COc1ccc(-c2cc(C(=O)Nc3cc(C)on3)c3ccccc3n2)cc1OC
40) Cc1cnn(CC2CCNCC2)c1
41) O=C(O)C1CC=CCC1C(=O)NNc1ncnc2ccccc12 (stereo not given)
42) COc1ccc2[nH]c3c(c2c1)CCN(C(=O)c1cccc(OC(C)=O)c1C)C3c1ccc(COC(C)=O)o1 (stereo not given)
43) COc1ccc(CCOc2nc(-c3cccs3)n(-c3ccc(NC(=O)c4cccc([N+](=O)[O-])c4)cc3)n2)cc1

| compound no. | 33 | 34 | 35 | 36 | 37 | 38 | 39 | 40 | 41 | 42 | 43 |
| --- | --- | --- | --- | --- | --- | --- | --- | --- | --- | --- | --- |
| mcGAS inh | -6.2 | . | -1.7 | . | . | -8.6 | -4.6 | . | . | 3.7 | -4.3 |
| hcGAS lum | -2.2 | -3.3 | 1.0 | -14.9 | -2.5 | -18.0 | -4.2 | -4.6 | -7.9 | -4.9 | -2.7 |
| NPYLR7 ag | -3.1 | -0.1 | -8.7 | 1.2 | -3.2 | 1.3 | 20.7 | 6.5 | 18.6 | -8.8 | . |

Looked up by structure from above (two):
43) COc1ccc(CCOc2nc(-c3cccs3)n(-c3ccc(NC(=O)c4cccc([N+](=O)[O-])c4)cc3)n2)cc1
40) Cc1cnn(CC2CCNCC2)c1

| compound no. | 43 | 40 |
| --- | --- | --- |
| mcGAS inh | -4.3 | . |
| hcGAS lum | -2.7 | -4.6 |
| NPYLR7 ag | . | 6.5 |
